Screening data as filed in PubChem.
Lipid droplet: modulators of hepatic lipid droplet formation; AID 1656; AML12 mouse hepatocytes, oleate lipid droplets, BODIPY imaging; 0.4% of 240,000 active; inhibition, % at 6.5 µM;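 active = lipid droplet intensity inhibited by at least 50%, with more than 500 cells counted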
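Assay system: AML12 mouse liver cells | Compound: 6.5 µM single-point dosing | Schedule: Overnight exposure | Technique: Fluorescence imaging, 20x objective, two fields per well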
NOD2 inhibition: inhibition of NOD2-driven NF-kB reporter – cell-based, luminescence, uHTS, HEK293 (AID 1566). HEK293 NOD2/NF-kB luciferase reporter, luminescence; higher % means a stronger effect. 0.63% of 290,000 active. inhibition, % at 4 µM, or EC50 in µM where a hit was titrated; in the data active = inhibition above about 50%; also: many of its hits are not listed in these tables
Lipid droplet cells 6.5 µM: recorded beside Lipid droplet, whose call it bears; cell count; measured here: cell count, cytotoxicity flag;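 cells counted across two imaged fields per well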
* marks the source's active call; other numbers are inactive results. An excerpt. The share of hits here may be higher or lower than overall.

> C/C=C(\C)C(=O)N[C@@H](c1ccccc1)[C@@H](O)C(=O)O[C@H]1C[C@@]2(O)[C@@H](OC(=O)c3ccccc3)C3[C@](C)(C(=O)[C@H](O)C(=C1C)C2(C)C)[C@@H](O)C[C@H]1OC[C@@]31OC(C)=O (some centres not stated)
  Lipid droplet: -71
  Lipid droplet cells 6.5 µM: 593
  NOD2 inhibition: -1%

> CC(=O)c1cccc(NC(=O)N2C[C@H]3C[C@@H](C2)c2cccc(=O)n2C3)c1
  Lipid droplet: 5
  Lipid droplet cells 6.5 µM: 822
  NOD2 inhibition: 8%

> O=C(O)C1C2CCC(O2)C1C(=O)Nc1cccc(Br)c1 (configuration not stated)
  Lipid droplet: 2
  Lipid droplet cells 6.5 µM: 837
  NOD2 inhibition: 12%

> O=C(NCc1ccccc1)c1cccn(Cc2cccc(Cl)c2)c1=O
  Lipid droplet: -19
  Lipid droplet cells 6.5 µM: 838
  NOD2 inhibition: 21%

> COc1ccc(-c2cc(=NCC(=O)O)c3ccccc3o2)cc1
  Lipid droplet: -9
  Lipid droplet cells 6.5 µM: 806
  NOD2 inhibition: 4%

> CCC(CC)N1CCN(Cc2nc3ccccc3c(=O)n2-c2ccc(F)cc2)CC1
  Lipid droplet: -3
  Lipid droplet cells 6.5 µM: 801
  NOD2 inhibition: -16%

> COc1ccc(F)cc1C(=O)C1CCCN(Cc2ccc(O)cc2)C1 (configuration not stated)
  Lipid droplet: -1
  Lipid droplet cells 6.5 µM: 792
  NOD2 inhibition: -14%

> O=C1CN(O)C(c2ccccc2)=c2cc(Br)ccc2=N1
  Lipid droplet: -1
  Lipid droplet cells 6.5 µM: 847
  NOD2 inhibition: 7%

> CC(=O)N1CC(=O)Nc2ccc(F)cc2C1c1ccccc1 (configuration not stated)
  Lipid droplet: -1
  Lipid droplet cells 6.5 µM: 819
  NOD2 inhibition: 1%

> COc1ccc(-n2c(/C=C/c3ccc(O)c(OC)c3)nc3ccccc3c2=O)cc1
  Lipid droplet: -13
  Lipid droplet cells 6.5 µM: 805
  NOD2 inhibition: 17%

> CN1C(=O)C(=Cc2ccccc2OS(=O)(=O)c2ccccc2)C(=O)N(C)C1=O
  Lipid droplet: -15
  Lipid droplet cells 6.5 µM: 806
  NOD2 inhibition: 10%

> Nc1c2c(nc3ccccc13)CCN(Cc1ccccc1)C2
  Lipid droplet: -2
  Lipid droplet cells 6.5 µM: 802
  NOD2 inhibition: 7%

> CCCCn1c(=O)c(C(=O)NCc2ccccc2Cl)c(O)c2ccccc21
  Lipid droplet: -5
  Lipid droplet cells 6.5 µM: 788
  NOD2 inhibition: 15%

> Cc1[nH]c2ccc(OC(F)(F)F)cc2c1CCNCc1ccc(Cl)cc1
  Lipid droplet: 0
  Lipid droplet cells 6.5 µM: 793
  NOD2 inhibition: 2%

> CC(C)OCC(O)CN1CC2C[C@@H](C1)Cn1c2cccc1=O (some centres not stated)
  Lipid droplet: -16
  Lipid droplet cells 6.5 µM: 821
  NOD2 inhibition: 2%

> O=C(Nc1ccc(Cl)cc1)N1CC2CC(C1)c1cccc(=O)n1C2 (configuration not stated)
  Lipid droplet: -2
  Lipid droplet cells 6.5 µM: 709
  NOD2 inhibition: -14%

> COc1ccc(-c2nn(CCC#N)cc2C(=O)Nc2ccc(C(C)=O)cc2)cc1
  Lipid droplet: 1
  Lipid droplet cells 6.5 µM: 868
  NOD2 inhibition: -19%

> Cc1cccc(CN2CCN(C(=O)Cc3ccccc3)CC2)c1
  Lipid droplet: 4
  Lipid droplet cells 6.5 µM: 860
  NOD2 inhibition: -2%

> CN1CCN(CC#CCOc2ccc(Cl)cc2)CC1
  Lipid droplet: 7
  Lipid droplet cells 6.5 µM: 817
  NOD2 inhibition: -16%

> COc1ccc(NC(=O)C2C3CCC(O3)C2C(=O)O)c(OC)c1 (configuration not stated)
  Lipid droplet: 31
  Lipid droplet cells 6.5 µM: 791
  NOD2 inhibition: 12%

> CC(=O)O[C@@]12CO[C@@H]1C[C@@H](O)[C@@]1(C)C(=O)[C@H](O)C3=C(C)[C@@H](OC(=O)[C@H](O)[C@@H](NC(=O)c4ccccc4)c4ccccc4)C[C@@](O)([C@@H](OC(=O)c4ccccc4)C12)C3(C)C (some centres not stated)
  Lipid droplet: -85
  Lipid droplet cells 6.5 µM: 483
  NOD2 inhibition: -7%

> Cc1cc(OCC(=O)NCc2ccncc2)c2c3c(c(=O)oc2c1)CCC3
  Lipid droplet: -10
  Lipid droplet cells 6.5 µM: 699
  NOD2 inhibition: 26%

> COc1cc(N2C(=O)CC(=O)NC2=O)cc(OC)c1OC
  Lipid droplet: -4
  Lipid droplet cells 6.5 µM: 791
  NOD2 inhibition: 5%

> COc1ccc(CNCCc2ccccc2F)c(OC)c1C
  Lipid droplet: -9
  Lipid droplet cells 6.5 µM: 767
  NOD2 inhibition: -16%

> O=c1[nH]c(=S)n(-c2cccc(Cl)c2)c(O)c1C=NCCN1CCNCC1
  Lipid droplet: 1
  Lipid droplet cells 6.5 µM: 828
  NOD2 inhibition: 1%

One compound at a time (already shown). Order of values: Lipid droplet	Lipid droplet cells 6.5 µM	NOD2 inhibition
CC(=O)c1cccc(NC(=O)N2C[C@H]3C[C@@H](C2)c2cccc(=O)n2C3)c1 across the screens: 5	822	8%
COc1ccc(CNCCc2ccccc2F)c(OC)c1C across the screens: -9	767	-16%
CC(=O)N1CC(=O)Nc2ccc(F)cc2C1c1ccccc1 (configuration not stated) across the screens: -1	819	1%

Quoted from the listing:
`CCCCn1c(=O)c(C(=O)NCc2ccccc2Cl)c(O)c2ccccc21` @ NOD2 inhibition = 15%
`Cc1cc(OCC(=O)NCc2ccncc2)c2c3c(c(=O)oc2c1)CCC3` @ Lipid droplet cells 6.5 µM = 699
`O=C(NCc1ccccc1)c1cccn(Cc2cccc(Cl)c2)c1=O` @ NOD2 inhibition = 21%
`COc1ccc(-c2cc(=NCC(=O)O)c3ccccc3o2)cc1` @ Lipid droplet cells 6.5 µM = 806
`CN1C(=O)C(=Cc2ccccc2OS(=O)(=O)c2ccccc2)C(=O)N(C)C1=O` @ Lipid droplet = -15
`COc1ccc(F)cc1C(=O)C1CCCN(Cc2ccc(O)cc2)C1` (configuration not stated) @ Lipid droplet = -1

(next part)
> NC(Cc1ccccc1)c1nc2ccccc2[nH]1 (configuration not stated)
  Lipid droplet: 20
  Lipid droplet cells 6.5 µM: 732
  NOD2 inhibition: 4%

> CC1(C)C(C(=O)N2CCN(C(=O)c3ccccc3)CC2)C1(C)C
  Lipid droplet: 7
  Lipid droplet cells 6.5 µM: 783
  NOD2 inhibition: 9%

> COc1cc(OC)c(OC)cc1CN1CCN(C(=O)COc2ccc3ccccc3c2)CC1
  Lipid droplet: -9
  Lipid droplet cells 6.5 µM: 793
  NOD2 inhibition: -2%

> Cn1c(O)c(C=Nc2ccccc2)c(=O)n(C)c1=O
  Lipid droplet: 1
  Lipid droplet cells 6.5 µM: 778
  NOD2 inhibition: 1%

> CCN1CCN(C(=O)Cc2ccc(C)cc2)CC1
  Lipid droplet: 6
  Lipid droplet cells 6.5 µM: 829
  NOD2 inhibition: -6%

> Cc1ccc(-n2c(C)nc3cc(Cl)ccc3c2=O)nc1
  Lipid droplet: -6
  Lipid droplet cells 6.5 µM: 850
  NOD2 inhibition: -15%

> O=C(O)c1ccc(N=Cc2c(O)[nH]c(=O)[nH]c2=O)cc1
  Lipid droplet: 1
  Lipid droplet cells 6.5 µM: 836
  NOD2 inhibition: 16%

> N/C(=N\[N+](=O)[O-])N1CCN(C(=O)OC2CCCC2)CC1
  Lipid droplet: -4
  Lipid droplet cells 6.5 µM: 849
  NOD2 inhibition: -5%

> COC(=O)CC1(CC(=O)OC)C(=O)N(c2ccccc2)C(=O)N(c2ccccc2)C1=O
  Lipid droplet: 9
  Lipid droplet cells 6.5 µM: 846
  NOD2 inhibition: 8%

> Clc1cccc(CNCCc2c[nH]c3ccccc23)c1
  Lipid droplet: 1
  Lipid droplet cells 6.5 µM: 821
  NOD2 inhibition: 5%

> Cc1cc(OCC(=O)N2CCC(C(=O)O)(c3ccccc3)CC2)c2c(C)c(C)c(=O)oc2c1
  Lipid droplet: 9
  Lipid droplet cells 6.5 µM: 830
  NOD2 inhibition: 12%

> O=C1CC(=O)N(c2cccc(Br)c2)C(=O)N1
  Lipid droplet: 19
  Lipid droplet cells 6.5 µM: 806
  NOD2 inhibition: -1%

> O=C(CCC(=O)N1C[C@H]2C[C@@H](C1)c1cccc(=O)n1C2)NCc1ccccc1
  Lipid droplet: -2
  Lipid droplet cells 6.5 µM: 795
  NOD2 inhibition: -2%

> C#C[C@@]1(O)CCC2C3CCC4=C/C(=N/OCC(=O)NC(C(=O)O)C(C)O)CC[C@]4(C)C3CC[C@@]21C (some centres not stated)
  Lipid droplet: -18
  Lipid droplet cells 6.5 µM: 804
  NOD2 inhibition: 0%

> COc1ccc(C(=O)N2C[C@H]3C[C@@H](C2)c2cccc(=O)n2C3)cc1OC
  Lipid droplet: -3
  Lipid droplet cells 6.5 µM: 801
  NOD2 inhibition: 8%

Some of the entries so far, with values under each structure.
Fields: Lipid droplet, Lipid droplet cells 6.5 µM, NOD2 inhibition
> O=C(CCC(=O)N1C[C@H]2C[C@@H](C1)c1cccc(=O)n1C2)NCc1ccccc1
→ -2, 795, -2%
> O=c1[nH]c(=S)n(-c2cccc(Cl)c2)c(O)c1C=NCCN1CCNCC1
→ 1, 828, 1%
